Screening data from PubChem.
PhoP inhibition: inhibitors of PhoP regulon expression, primary screen, Salmonella Typhimurium, GFP reporter (AID 1863); S. Typhimurium PhoP-regulated promoter GFP reporter, 4 h; higher % means a stronger effect; inhibition, % at 50 µM; hits with a dose series show IC50 in µM; actives 0.16% (n = 300,000);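 active = inhibition over 29.93%, a cutoff 3 SD above the screen mean, later confirmed by dose response; inconclusive = inhibition over 29.93% but no dose response follow-up; inactive = inhibition at most 29.93% or unconfirmed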;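 also: 0% = low Mg2+ inducing control and 100% = high Mg2+ repressing control; strong numbers were not always called active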
NS5 inhibitors: flavivirus cap methylation enzyme inhibition – biochemical, confirmation dose response, primary screen (AID 588689); actives 0.3% (n = 340,000); one-dose inhibition, % at 25 µM; IC50 in µM for titrated hits; Dengue-2 NS5 methyltransferase capping enzyme assay, biochemical; higher % means a stronger effect; in the data active = a potency from the dose series; inconclusive = inhibition above about 29% without an active follow-up result
RSV antiviral HEp-2: inhibition of RSV-induced cytopathic effect – HEp-2 cells, primary 10 µM value included (AID 2391) | HEp-2 cells, RSV-induced CPE inhibition; higher % means a stronger effect | CPE inhibition, % at 10 µM, or IC50 in µM where a hit was titrated | actives 0.13% (n = 310,000); in the data active = a potency from the dose series; inconclusive = CPE inhibition mostly from about 23% at the one dose, without a potency; inactive = the rest, 99 in 100 with CPE inhibition below about 21%; also: strong numbers were not always called active
Rac1 GTP hydrolysis: MgcRacGAP GTPase-activating activity inhibitors, confirmation, biochemical, ADP Hunter fluorescence | actives 0.6% (n = 340,000) | inhibition, % at 30 µM; hits with a dose series show IC50 in µM | AID 624330 | MgcRacGAP-stimulated Rac1 GTP hydrolysis, ADP Hunter fluorescence; higher % means a stronger effect; GST-tagged Rac1 F28L mutant substrate;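 active = first-screen hits whose inhibition reached a set limit at any dose in the follow-up dose series; inconclusive = inhibition above the set first-screen limit but never retested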;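 also: fluorescence reports GDP produced by GAP-driven GTP hydrolysis; strong numbers were not always called active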
LYP phosphatase: inhibitors of LYP phosphatase, biochemical, fluorescence intensity, uHTS (AID 1779) | recombinant LYP phosphatase, fluorescence intensity; higher % means a stronger effect | inhibition, % at 11.5 µM, or IC50 in µM where a hit was titrated | actives 0.054% (n = 290,000); in the data active = inhibition above about 50%;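 also: plate controls were vehicle with enzyme for no effect and no enzyme for full effect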
GPR35 arrestin U2OS: GPR35 antagonists blocking zaprinast-driven arrestin recruitment, primary screen, imaging, U2OS, beta-arrestin-GFP, zaprinast agonist (AID 2058); actives 0.052% (n = 290,000); U2OS GPR35 beta-arrestin-GFP translocation imaging, zaprinast antagonism; higher % means a stronger effect; inhibition, % at 10 µM, or IC50 in µM where a hit was titrated;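 active = inhibition of at least 50% with at least 30 cells and total cytoplasm GFP at most 10,000,000; inconclusive = under 30 cells or total GFP of 10,000,000 plus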
ER stress rescue: rescue of cells from ER stress-induced death, primary screen, 384-well, CSM14.1, thapsigargin, ATP luminescence (AID 1222); CSM14.1 thapsigargin-induced death rescue, ATP luminescence; higher % means a stronger effect; one-dose cellular ATP content (survival), % at 20 µM; EC50 in µM for titrated hits; 190,000 tested, under 10 active;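 active = EC50 below 50 µM in the dose-response confirmation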;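 also: death triggered by thapsigargin at about 15 µM added after 2 h compound pretreatment; cell ATP read after overnight thapsigargin exposure of roughly 18 to 22 hours; normalized against plate controls of thapsigargin alone and 5% DMSO vehicle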
West Nile antiviral: inhibition of WNV-induced cytopathic effect – cell-based, CPE readout (AID 1621). one-dose CPE inhibition, % at 10 µM; IC50 in µM for titrated hits. actives 0.02% (n = 290,000). West Nile virus-infected cells, CPE inhibition; higher % means a stronger effect; in the data active = a potency from the dose series; inconclusive = CPE inhibition mostly from about 3.7% at the one dose, without a potency; inactive = the rest, 99 in 100 with CPE inhibition below about 2.2%; also: strong numbers were not always called active
Large T inhibition: TAg ATPase/helicase activity blockers – biochemical (AID 1903) | SV40 large T antigen ATPase/helicase inhibition assay; higher % means a stronger effect | inhibition, % at 20 µM; hits with a dose series show IC50 in µM | actives 0.39% (n = 310,000); in the data active = a potency from the dose series; inconclusive = inhibition mostly from about 32% at the one dose, without a potency; inactive = the rest, 99 in 100 with inhibition below about 32%; also: strong numbers were not always called active
NS5 inhibitors pilot replicate: further read-out of NS5 inhibitors, marked with its call; inhibition, %; measured here: pilot screen replicate inhibition
The depositor's hits bear a star; ? = inconclusive; nt = not tested or not shown.

SMILES | PhoP inhibition | NS5 inhibitors | RSV antiviral HEp-2 | Rac1 GTP hydrolysis | LYP phosphatase | GPR35 arrestin U2OS | ER stress rescue | West Nile antiviral | Large T inhibition | others
COc1ccc(N2C(=S)NC3c4cc(Cl)ccc4OC2(C)C3C(=O)N(C)C)cc1 (stereo not drawn) | -3% | 1% | 1.1% | -3% | -1% | -8% | -1.2% | -0.5% | 70%
CCC(=O)N1CCN(c2ccc(Cl)cc2NC(=S)NC(=O)c2ccco2)CC1 | -4% | -5% | 1.1% | 7% | 3% | -15% | nt | -1.0% | 10%
COCCn1c(SCC(=O)Nc2cccc(F)c2)nc2c([nH]c3ccccc32)c1=O | -8% | 3% | 2.7% | 6% | -10% | -16% | nt | ? | 25%
CCn1c(SCC(=O)Nc2ccc(C(C)=O)cc2)nc2nc3c(cc2c1=O)CCCC3 | 2% | -2% | -0.3% | 9% | 5% | 7% | -2.7% | ? | 19%
O=C(CNC(=O)c1cccs1)NCC(=O)OCc1ccccc1Br | 4% | -5% | 2.4% | 9% | 5% | -1% | -1.2% | 0.0% | 3%
CC(=O)Oc1c(C(=O)c2nnc(C)o2)c(=O)n(C)c2ccccc12 | 6% | -1% | 1.7% | 8% | -8% | 4% | 0.2% | -0.4% | 6%
Cc1cc(Nc2cccc(Cl)c2)nc(NCc2ccccc2)n1 | 27% | -7% | -1.6% | -12% | -13% | -1% | -2.5% | -1.8% | 2%
COc1ccc(C(c2c[nH]c3ccccc23)c2c[nH]c3ccccc23)cc1O | 9% | -3% | 15% | 5% | 3% | 0% | 0.3% | ? | 13%
O=C(CCN1C(=O)S/C(=C\C=C\c2ccccc2)C1=O)Nc1ccc(O)cc1 | -2% | 3% | -1.8% | 8% | -5% | 10% | nt | -0.1% | 20%
Cc1nc(C(=O)N2CCOCC2)sc1C1(C)CC(c2ccccc2)=NO1 (stereo not drawn) | -5% | -1% | -1.0% | 10% | -4% | -16% | nt | -0.5% | 5%
CCN(CC)c1nc2ccccc2nc1C(C#N)C(=O)NCCCOC (stereo not drawn) | 10% | -8% | 1.1% | 7% | -3% | -2% | -3.1% | 0.6% | -5%
Cc1ccc(OCC(=O)OCc2c(C)noc2C)cc1C | 2% | -10% | -0.4% | 4% | -6% | -8% | -4.2% | -0.1% | 8%
CCCCCn1c(Sc2nc3ccccc3s2)nc2c1c(=O)[nH]c(=O)n2C | -8% | -3% | 20% | 3% | 4% | 10% | 1.2% | ? | 6%
COc1cc(OC)c(C(=O)OCC(=O)Nc2cc(C)on2)cc1OC | 1% | 0% | -1.1% | 0% | 0% | 4% | -0.8% | -0.2% | 6%
O=C(N/N=C/c1cccc(Oc2ccccc2)c1)c1ccc(O)cc1O | 12% | -5% | 5.1% | 11% | 0% | 3% | nt | -0.1% | 11%
CCN1C(=O)c2ccccc2Sc2ccc(C(=O)NCCCN(CC(C)C)CC(C)C)cc21 | 1% | -3% | -2.5% | -6% | -7% | 12% | nt | -1.3% | 4%
O=C(Nc1cc2c3c(c1)CC(=O)N3CCC2)c1cccc(F)c1 | 6% | -1% | -2.4% | 3% | nt | nt | nt | nt | 7%
CC(NC(=O)c1cccc(Cn2cc([N+](=O)[O-])cn2)c1)c1ccc(C(C)(C)C)cc1 (stereo not drawn) | 8% | -3% | -0.8% | 3% | 0% | -8% | -0.5% | 0.8% | 2%
COC(=O)c1cc(CN2CCN(c3ccccc3C)CC2)ccc1O | 9% | -10% | -1.4% | ? | -6% | 3% | 2.2% | 0.5% | 0%
CCOc1ccc(NS(=O)(=O)c2ccc3[nH]c(=O)[nH]c3c2)cc1 | -7% | 4% | 0.8% | 10% | -8% | 0% | nt | -0.3% | 7%
Cn1c(=O)n(CC(=O)N2CCOCC2)c2ccccc21 | 8% | 4% | -0.6% | 16% | -6% | -10% | -0.7% | 0.0% | 0%
Cc1ccc(OCC(=O)NNC(=S)NC(=O)C2CC2)c(C)c1 | -2% | -2% | 2.4% | 10% | -5% | -13% | nt | -1.0% | 18%
O=S1(=O)CCC(S(=O)(=O)N2CCCCCC2)C1 (stereo not drawn) | -12% | -2% | 0.1% | -4% | -12% | -4% | -2.9% | 0.3% | 0%
CC(=O)Nn1c(C)nnc1-n1nc(C)cc1C | -2% | -3% | -0.8% | 11% | 1% | 19% | nt | -0.3% | 6%
CCCOc1ccc(-c2nc(N)n[nH]2)cc1 | 8% | 6% | -0.5% | 9% | -8% | 2% | -2.5% | 1.2% | 11%
O=C(O)CSc1nnc(-c2cccs2)n1-c1ccc(Cl)cc1 | 11% | 2% | 0.7% | 10% | -4% | 1% | 0.2% | -0.2% | 5%
O=c1c2cc(N3CCOCC3)ccc2[nH]c(=S)n1CCN1CCCC1 | -5% | -4% | -1.4% | 18% | 5% | 1% | -1.9% | 0.0% | 5%
Cc1ccc(Cl)cc1NC(=S)N(CCCN1CCOCC1)Cc1ccccn1 | 1% | 1% | 2.8% | 3% | -3% | -6% | 0.3% | -0.7% | 2%
CN(C)CCCn1c(SCc2ccc(Cl)cc2)nnc1-c1ccncc1 | 5% | -8% | 0.1% | 121µM* | -12% | 14% | nt | -0.8% | 9% | NS5 inhibitors pilot replicate=0.3
N#CN(CC(N)=O)c1nc(N2CCCCC2)nc(N2CCCCC2)n1 | -6% | nt | 5.9% | 20% | 5% | -11% | -1.2% | 0.1% | 0%
C=CCN(C/C(=N\O)c1sc(C(=O)OCC)nc1C)c1cccc(Br)c1 | -8% | -6% | 4.6% | 4% | nt | nt | nt | 0.1% | 10%
CCN(CC)S(=O)(=O)c1ccc(NS(=O)(=O)c2ccc(C)c(C)c2)cc1 | 2% | -4% | 7.8% | 1% | 0% | 5% | 1.1% | -0.1% | -2%
O=C1N=c2ccccc2=C1c1[nH]c(=S)[nH]c1O | 30% | -1% | 12% | 1% | 1% | 4% | -1.0% | -0.2% | 6%
COCCN(C(=O)COC(=O)CSc1ccc2ccccc2c1)c1c(N)n(Cc2ccccc2)c(=O)[nH]c1=O | -4% | -6% | 0.0% | 4% | nt | nt | nt | nt | 30%
CN1CCN(c2ccc(CNS(=O)(=O)Cc3cccc(C(F)(F)F)c3)cc2)CC1 | 4% | nt | nt | nt | -10% | 3% | nt | -1.6% | 28%
O=C1NN(c2ccccc2)C(=O)/C1=C\c1ccc(-c2cc([N+](=O)[O-])ccc2O)o1 | -5% | -10% | nt | 17% | 11% | -4% | -1.3% | -0.3% | 21µM*

Five compounds already listed, arranged by formula weight, ascending:
SMILES | PhoP inhibition | NS5 inhibitors | RSV antiviral HEp-2 | Rac1 GTP hydrolysis | LYP phosphatase | GPR35 arrestin U2OS | ER stress rescue | West Nile antiviral | Large T inhibition | others
N#CN(CC(N)=O)c1nc(N2CCCCC2)nc(N2CCCCC2)n1 | -6% | nt | 5.9% | 20% | 5% | -11% | -1.2% | 0.1% | 0%
O=c1c2cc(N3CCOCC3)ccc2[nH]c(=S)n1CCN1CCCC1 | -5% | -4% | -1.4% | 18% | 5% | 1% | -1.9% | 0.0% | 5%
O=C1NN(c2ccccc2)C(=O)/C1=C\c1ccc(-c2cc([N+](=O)[O-])ccc2O)o1 | -5% | -10% | nt | 17% | 11% | -4% | -1.3% | -0.3% | 21µM*
CCN(CC)S(=O)(=O)c1ccc(NS(=O)(=O)c2ccc(C)c(C)c2)cc1 | 2% | -4% | 7.8% | 1% | 0% | 5% | 1.1% | -0.1% | -2%
COCCN(C(=O)COC(=O)CSc1ccc2ccccc2c1)c1c(N)n(Cc2ccccc2)c(=O)[nH]c1=O | -4% | -6% | 0.0% | 4% | nt | nt | nt | nt | 30%

New compounds follow
SMILES | PhoP inhibition | NS5 inhibitors | RSV antiviral HEp-2 | Rac1 GTP hydrolysis | LYP phosphatase | GPR35 arrestin U2OS | ER stress rescue | West Nile antiviral | Large T inhibition | others
CCN(c1ccccc1)S(=O)(=O)c1ccc(Cl)c(NC(=O)CSc2nncs2)c1 | 13% | -6% | 14% | 5% | -5% | 2% | -3.0% | 1.3% | 3%
COc1ccccc1N1CCN(C(=O)C2CCCN(S(=O)(=O)c3ccc4c(c3)oc(=O)n4C)C2)CC1 (stereo not drawn) | 6% | -11% | 3.8% | 6% | -9% | -4% | nt | -0.8% | 7%
Cc1cc(C(=O)Nc2cc(C)n(Cc3ccc(Cl)cc3)n2)no1 | 9% | -1% | -0.6% | -1% | -3% | -9% | -0.8% | -0.6% | 3%
Cc1cccn2c(=O)c(C=Nc3ccccc3)c(NCc3ccco3)nc12 | -6% | 11% | 1.3% | -7% | -8% | 7% | -1.6% | -0.3% | 22%
CCOC(=O)/C=C1\SCC(=O)N1CC(=O)Nc1ccc(OC)c(OC)c1 | -2% | -12% | 1.0% | 4% | -7% | -8% | 2.7% | 0.2% | 3%
O=C(c1cc([N+](=O)[O-])ccc1Cl)N1CCN(c2ccccc2)CC1 | 10% | -7% | 2.8% | 6% | -8% | 14% | 2.5% | -0.2% | 11%
Cc1noc(N)c1C(=O)Nc1ccc(F)c(Cl)c1 | 7% | -3% | 1.6% | 12% | -9% | 3% | 0.5% | -0.1% | 4%
COc1cc(/C=N/O)cc(Br)c1OC | -5% | -4% | 5.8% | 12% | -13% | 4% | -0.8% | 1.6% | 2%
c1ccc(-c2nc(C3CCCCC3)no2)cc1 | -2% | -6% | 0.1% | 4% | -4% | -10% | -0.9% | -0.1% | -5%
Cn1c(=O)c2c(ncn2CC(=O)OCC(=O)Nc2cc(Cl)ccc2Cl)n(C)c1=O | 10% | -5% | 2.4% | 5% | -14% | 10% | -0.7% | -0.1% | -12%
CC1(C)CC2CC(C)(CN2C(=O)c2cc(-c3ccccc3O)on2)C1 (stereo not drawn) | 5% | -8% | 2.8% | 0% | 5% | 7% | -1.4% | -0.2% | 0%
NC(=O)c1cc2cc([N+](=O)[O-])ccc2oc1=O | -4% | -2% | 1.1% | 7% | -7% | -20% | -0.4% | 1.4% | 2%
C/C(=N\NC(=O)CNC(=O)C(c1ccccc1)c1ccccc1)c1ccc(C)cc1 | -10% | nt | 2.6% | nt | 5% | -19% | 0.8% | -0.6% | -1%
O=C(CSc1nccn1Cc1ccc(F)cc1)Nc1ccc(F)cc1F | 11% | -12% | 0.2% | -5% | 0% | -13% | nt | -0.3% | -2%
CC1CC1C(=O)OCC(=O)N(C)c1c(N)n(Cc2ccccc2)c(=O)[nH]c1=O (stereo not drawn) | -9% | 5% | 1.1% | 5% | nt | nt | nt | nt | 9%
